# STAT1 activator = STAT1 signaling activators, primary screen, cell-based, HTS, luciferase reporter; NIH 3T3 STAT1-luciferase reporter, IFN-gamma, luminescence; 100% = IFN-gamma alone, no compound; activation (% of control), % at 5.5 µM; 200,000 tested, 2.6% active;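 active = activation above the screen-wide mean activation plus 3 SD, cut at about 130% in these data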;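 note: raw ratio to IFN-gamma control signal so 100% means no change and 0% no light; values of inactives mirror those of a sister screen read the other way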
# Diaphorase inh = diaphorase inhibitors and chemical oxidizers, primary screen, counter-screen for diaphorase-coupled primary assays, biochemical, uHTS, resorufin fluorescence; AID 1217, 2008; 190,000 tested, 0.69% active; inhibition, % at 20 µM; diaphorase resazurin-to-resorufin fluorescence, NADH, 16 min; bacterial (C. kluyveri) enzyme, not human;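 active = primary screen inhibition at 20 µM above a set limit, cut at about 50% in these data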;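 note: plate controls were DMSO with full reaction for no effect and wells lacking NADH for full effect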
#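 Benchmarks: positive control wells lacking NADH, neutral wells with DMSO only. System: bacterial diaphorase enzyme (C. kluyveri). Input: 0.14 U/mL diaphorase, enzyme working solution. Detection: resorufin fluorescence, excitation 544 nm, emission 590 nm. Times: 16-min room-temperature incubation before reading.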
# STAT3 inh = IL-6 driven STAT3 reporter inhibitors, primary screen, U3A cells, luciferase, luminescence, MLSCN library; IL-6 STAT3-luciferase reporter; host cell line lacks STAT1; inhibition, % at 5.5 µM; 190,000 tested, 0.89% active;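 active = inhibition above the mean inhibition across all screened compounds plus 3 SD, cut at about 44% in these data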;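 note: 0% = DMSO only wells and 100% = 100 µM nifuroxazide control wells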
# STAT1 inh = STAT1 signaling inhibitors, primary screen, cell-based, HTS, luciferase reporter; inhibition, % at 5.5 µM; NIH 3T3 STAT1-luciferase reporter, IFN-gamma, luminescence; 200,000 tested, 0.35% active;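 active = inhibition above a set limit, the mean inhibition across all tested compounds plus 3 SD, cut at about 34% in these data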;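 note: 0% = IFN-gamma with DMSO and 100% = IFN-gamma with 300 µM nifuroxazide; values of inactives mirror those of a sister screen read the other way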
# Hsp70 activator = Hsp70 transcriptional activators, primary screen, cell-based, HeLa, Hsp70 promoter luciferase, luminescence, 10 µM; 200,000 tested, 0.04% active; AID 1203, 2008; activation, % at 10 µM; HeLa Hsp70 promoter luciferase reporter; scaled: vehicle 0, proteasome-inhibitor control 100%;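 active = activation above the mean across all tested compounds plus 3 SD, cutoff set per campaign, cut at about 5.5% in these data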;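 note: 100% = MG132 at 30 µM as the positive control and 0% = DMSO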
# STAT3 activator = IL-6 driven STAT3 reporter potentiators, primary screen, U3A cells, luciferase, luminescence, MLSCN library; IL-6 STAT3-luciferase reporter; 100% = signal with IL-6 EC80 alone; activation (% of control), % at 5.6 µM; 190,000 tested, 0.91% active; AID 871, 2007;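 active = activation above the screen-wide mean of compound activation plus 3 SD, cut at about 130% in these data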;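 note: 0% = background luminescence of wells with medium and substrate only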
#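 Assay system – human STAT1-deficient U3A cells with stable STAT3-luciferase reporter · Also added – IL-6 (33 ng/mL) · Schedule – compound 1 h, then IL-6 6 h at 37 °C · Technique – reporter luminescence signal · Evaluation – % activation versus median of IL-6-stimulated wells · Benchmarks – IL-6-only wells as 100% reference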
# TLR4-MyD88 BLA = inhibitors of TLR4-MyD88 association in cells, primary screen, cell-based, HeLa CL3-4, BLA complementation, FRET ratio; Toll-like receptor 4 (Homo sapiens) + Myeloid differentiation primary response protein …; HeLa CL3-4 TLR4/MyD88 BLA complementation; inhibition, % at 8.4 µM; 200,000 tested, 0.18% active; in the data active = inhibition above about 25%;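 note: 0% = vehicle and 100% = reference inhibitor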
# Target sequence (O00206 whole entry, looked up): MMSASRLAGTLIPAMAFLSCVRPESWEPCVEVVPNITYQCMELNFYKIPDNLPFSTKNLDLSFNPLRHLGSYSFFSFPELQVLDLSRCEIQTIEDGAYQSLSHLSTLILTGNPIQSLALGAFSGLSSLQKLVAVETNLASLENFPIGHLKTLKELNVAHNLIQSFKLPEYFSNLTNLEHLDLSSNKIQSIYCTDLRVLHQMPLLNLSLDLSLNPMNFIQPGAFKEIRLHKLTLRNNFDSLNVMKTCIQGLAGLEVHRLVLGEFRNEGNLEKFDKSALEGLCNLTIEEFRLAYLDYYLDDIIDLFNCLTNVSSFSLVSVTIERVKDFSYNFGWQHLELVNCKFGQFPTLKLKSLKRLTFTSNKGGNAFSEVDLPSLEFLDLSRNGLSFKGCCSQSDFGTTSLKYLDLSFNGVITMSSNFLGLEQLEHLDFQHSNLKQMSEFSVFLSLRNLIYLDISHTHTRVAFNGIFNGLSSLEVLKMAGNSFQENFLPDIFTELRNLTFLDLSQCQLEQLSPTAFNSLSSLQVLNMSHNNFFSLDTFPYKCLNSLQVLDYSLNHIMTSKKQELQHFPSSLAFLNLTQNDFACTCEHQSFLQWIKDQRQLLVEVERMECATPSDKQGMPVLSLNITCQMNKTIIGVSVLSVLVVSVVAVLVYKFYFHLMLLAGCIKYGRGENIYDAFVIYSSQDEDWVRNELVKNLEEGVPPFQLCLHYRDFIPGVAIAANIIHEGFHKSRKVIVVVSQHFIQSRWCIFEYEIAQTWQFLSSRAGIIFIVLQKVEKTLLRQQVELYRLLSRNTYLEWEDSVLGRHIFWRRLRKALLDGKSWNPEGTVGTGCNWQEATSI
# Target sequence (Q99836 whole entry, looked up): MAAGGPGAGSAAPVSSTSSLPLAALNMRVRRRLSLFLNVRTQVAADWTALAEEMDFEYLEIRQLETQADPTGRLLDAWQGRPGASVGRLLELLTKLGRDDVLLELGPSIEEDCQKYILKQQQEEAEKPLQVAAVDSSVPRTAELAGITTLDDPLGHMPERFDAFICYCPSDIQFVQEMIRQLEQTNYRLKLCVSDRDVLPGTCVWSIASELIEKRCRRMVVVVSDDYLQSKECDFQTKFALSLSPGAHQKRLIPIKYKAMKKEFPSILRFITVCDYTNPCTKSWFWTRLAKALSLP
# APP 5UTR inh = inhibitors of APP translation via 5'UTR reporter, primary screen, APP 5'UTR luciferase, SH-SY5Y cells | AID 1285, 2008 | inhibition, % at 2 µM | SH-SY5Y APP 5'UTR-luciferase reporter, luminescence | 190,000 tested, 0.82% active;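 active = inhibition above a set limit, derived from the sample mean plus 3 SD, cut at about 45% in these data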; note: values of inactives mirror those of a sister screen read the other way
# G6PDH counter = L. mesenteroides G6PDH inhibitors, counter-screen for G6PDH-coupled screening assays, biochemical, Leuconostoc mesenteroides enzyme; glucose-6-phosphate dehydrogenase [Leuconostoc mesenteroides]; Purified L. mesenteroides G6PDH, diaphorase/resazurin coupled fluorescence, 45 min; inhibition, % at 5 µM; 200,000 tested, 0.12% active; AID 1020, 2008; in the data active = inhibition above about 50%
# Diaph act CS = compounds boosting diaphorase resazurin reduction – biochemical, uHTS, resorufin fluorescence, counter-screen for diaphorase-coupled primary assays, primary screen; Diaphorase/resazurin coupled assay, 16 min; active compounds read high; 1 = vehicle wells, 0 = NADH-free wells; activation factor at 20 µM; 190,000 tested, 0.005% active; AID 1229, 2008;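 active = diaphorase activity raised at least twofold by the compound at 20 µM; inactive = activation factor below 2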
#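 Material: Purified diaphorase enzyme from Clostridium kluyveri | Buffer or medium: 50 mM HEPES pH 7.4 with 4.542 mM MgCl2, 0.005% Tween 20 | Times: 16 min enzyme reaction, ambient temperature | Signal: Red resorufin fluorescence at 544/590 nm excitation/emission | Measure: Increased resorufin signal from activators or reducing compounds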
# The depositor's hits bear a star; . = not tested or not shown. Not a hit list. Share with any hit: about 6.1%.
# Below each SMILES – STAT1 activator	Diaphorase inh	STAT3 inh	STAT1 inh	Hsp70 activator	STAT3 activator	TLR4-MyD88 BLA	APP 5UTR inh	G6PDH counter	Diaph act CS
COc1ccc2c(c1)c(CC(=O)OCC(=O)O)c(C)n2C(=O)c1ccc(Cl)cc1
 : 94	-2	-3	5	-0.1	104	-3	-1	7	1
O=C1c2ccsc2SCCN1Cc1ccccc1Cl
 : 107	9	0	-6	-0.4	100	-9	30	6	0.9
Cn1c(Cc2ccc3c(c2)OCO3)nnc1SCC(=O)NC(C)(C)C
 : 101	0	4	-2	-0.3	98	-4	-9	6	1
S=C(NCC1CCCCC1)Nc1ccc(Oc2ccccc2)cc1
 : 107	14	3	-8	-0.3	98	3	-37	-3	0.9
CC(C)(C)NC(=O)CSc1nc(N)c(-c2ccccc2)c(=O)[nH]1
 : 105	2	2	-7	0.6	100	3	-18	6	1
COc1ccc2[nH]c(CN3CCC(CO)(CCOc4ccccc4)CC3)c(C)c2c1
 : 99	12	-2	-1	0.0	103	-7	-14	12	0.9
O=C(COC(=O)C1CCN(S(=O)(=O)c2ccccc2)CC1)NC(=O)c1ccc(OC(F)F)cc1
 : 104	11	0	-4	-0.2	98	-1	18	-7	0.9
CCOC(=O)c1c(NC(=O)CCl)sc(CN(C)C)c1-c1ccccc1
 : 83	9	18	16	0.0	90	14	-17	-1	0.9
CCOP(=O)(c1ccccc1Cl)C1(O)CCCCC1 (configuration not stated)
 : 104	8	-2	-4	0.1	107	1	-9	7	0.9
CCNc1nc(CN2CCCCC2)nc2scc(-c3ccccc3)c12
 : 89	3	29	13	-0.4	78	0	-12	-8	1
O=S(=O)(c1ccc(Br)s1)N1CCCCC1
 : 101	8	-1	-1	-0.2	105	5	-20	-6	0.9
CN=C(NC#N)NCCSCc1nc[nH]c1C
 : 109	20	0	-10	0.0	102	1	-8	15	0.8
Cc1ccc(C)c(-n2nnnc2SCC(=O)c2ccc3c(c2)NC(=O)CO3)c1
 : 94	-2	13	6	0.3	96	15	-5	6	1
CC1(C)CC(=O)C(C=NCc2cccnc2)=C(O)C1
 : 106	1	8	-6	-0.3	100	-11	4	2	1
COc1ccc(NC(=O)NCc2ccco2)cc1OC
 : 95	19	12	6	-0.1	98	-8	0	5	0.8
C=CCN1C(=O)C(Cc2ccccc2)SC1=Nc1ccc(C(=O)O)cc1 (configuration not stated)
 : 99	10	-7	1	-0.2	104	-12	6	33	0.9
COc1ccc(Cl)cc1N(CC(=O)Nc1ccccc1C(=O)NCc1ccco1)S(C)(=O)=O
 : 96	-1	6	4	0.2	97	-7	5	-1	1
O=C(CSc1n[nH]c(-c2cc(Cl)ccc2Cl)n1)NCCN1C(=O)CSC1=O
 : 100	14	-1	2	-0.1	99	-4	-11	-6	0.9
FC(F)(F)c1cc(-c2cccs2)nc(NCc2ccco2)n1
 : 104	10	18	-4	-0.3	89	-2	3	11	0.9
CCCCS(=O)CC(O)COc1ccc(C(C)(C)C)cc1 (configuration not stated)
 : 97	5	1	3	-0.4	107	7	-5	6	1
COc1ccc(OCC(=O)NC(=S)N2CCCc3ccccc32)cc1
 : 111	12	-8	-12	-0.3	113	-5	-19	2	0.9
CCOc1ccc(N=C2NC(=O)S/C2=C\c2ccc(Cl)cc2)cc1
 : 98	-5	9	3	0.2	100	-3	0	-3	1.1
O=C(CN1CCCC1)N1CCCc2c1c(=O)oc1ccc(OCc3ccccc3)cc21
 : 98	8	5	2	0.1	98	-9	5	8	0.9
CCn1c(SCC(=O)N2c3ccccc3CC2C)nnc1-c1ccco1 (configuration not stated)
 : 99	.	5	1	0.8	97	-5	-4	.	.
COC(=O)CNC(=O)c1cc(-c2ccncc2)nc2c(C)c(Cl)ccc12
 : 99	-11	-9	-1	-0.3	108	-16	-2	20	1.1
Nc1nc(N2CCN(c3ccc(F)cc3)CC2)n[nH]1
 : 93	6	3	6	-0.4	107	-7	-9	2	0.9
CCOc1ccccc1NC(=O)CSCC(=O)Nc1ccccc1
 : 95	4	6	5	0.4	96	-5	-11	-4	1
COc1ccc(NS(=O)(=O)c2ccc(N3C(=O)CCC3=O)cc2)cc1
 : 96	13	7	4	-0.3	100	-6	-8	-1	0.9
CCCOC(=O)CC1C(=O)NCCN1C(=O)OC(C)(C)C (configuration not stated)
 : 108	8	-8	-9	0.2	107	10	-27	13	0.9
O=C(CN1CCN(Cc2ccccc2)CC1)Nc1ccc([N+](=O)[O-])cc1C(=O)Nc1ccccc1F
 : 105	21	-7	-5	-0.2	108	10	-5	-16	0.8

# The closing 2 records of the section before are carried over, then new ones follow:
# Below each SMILES – STAT1 activator	Diaphorase inh	STAT3 inh	STAT1 inh	Hsp70 activator	STAT3 activator	TLR4-MyD88 BLA	APP 5UTR inh	G6PDH counter	Diaph act CS
CCCOC(=O)CC1C(=O)NCCN1C(=O)OC(C)(C)C (configuration not stated)
 : 108	8	-8	-9	0.2	107	10	-27	13	0.9
O=C(CN1CCN(Cc2ccccc2)CC1)Nc1ccc([N+](=O)[O-])cc1C(=O)Nc1ccccc1F
 : 105	21	-7	-5	-0.2	108	10	-5	-16	0.8
COc1ccc(NC(=O)Nc2ccc(C(=O)N3CCOCC3)cc2)c(OC)c1
 : 107	4	-2	-10	-0.1	106	-6	0	7	1
CCc1ccc(C2CC(c3ccco3)=NN2S(C)(=O)=O)cc1 (configuration not stated)
 : 138*	21	18	-42	0.2	90	4	-155	1	0.8
CCCCc1nc2sc3c(=O)n(N)cnc3c2c2c1CCC2
 : 102	5	0	-6	-0.4	104	15	-7	3	0.9
CSc1nc(C(=O)N2CCCC(C(=O)c3ccc(Cl)cc3)C2)cs1 (configuration not stated)
 : 94	21	-2	5	-0.1	103	-6	-9	10	0.8
Cc1cccc(NC(=S)N(CCCN2CCOCC2)C(C)c2cc3ccccc3o2)c1 (configuration not stated)
 : 81	19	9	19	-0.2	99	-6	-13	4	0.8
COC(=O)c1ccc(N/C=C\C(=O)c2ccc3c(c2)OCO3)cc1
 : 110	-5	21	-13	0.0	84	15	-100	21	1.1
CC(OC(=O)c1ccc2ccccc2n1)C(=O)Nc1ccc(N2CCOCC2)cc1 (configuration not stated)
 : 104	9	-12	-5	-0.1	113	1	9	8	0.9
Cc1nnc(Nc2ccc(Cl)cc2)n(N)c1=O
 : 106	4	9	-7	0.5	96	7	-14	4	1
COc1ccc(CNC(=O)COC(=O)c2ccc(Br)cc2)cc1
 : 96	-4	-6	4	-0.2	105	-9	-5	7	1
O=C(CN(Cc1ccccc1)C1=NCCS1)c1ccc(Cl)cc1
 : 104	25	-1	-4	-0.6	104	1	2	-14	0.8
CCCCOC(=O)C[N+](C)(C)CCOC1CC2CCC1(C)C2(C)C (configuration not stated)
 : 85	4	-2	17	-0.2	103	-1	-24	-4	1
COc1ccc(C2CC3CC(c4ccccc4)N2O3)cc1 (configuration not stated)
 : 101	-18	4	-1	0.1	99	-11	-12	14	1.2
COC(=O)C1CCN(c2cc(=O)n(-c3ccccc3Cl)c(=O)[nH]2)CC1
 : 91	12	-9	11	-0.1	111	4	-4	12	0.9
CCN1CCCc2cc(CN(CCN3CCOCC3)C(=O)Nc3ccc(C)c(C)c3)ccc21
 : 111	15	4	-12	0.1	101	14	0	10	0.8
Cc1[nH]n(-c2cccc(Cl)c2)c(=O)c1C=NC12CN3CN(CN(C3)C1)C2
 : 94	10	10	5	0.1	100	2	15	2	0.9
Cn1cc(C(=O)NCCN2CCN(c3cccc(Cl)c3)CC2)c2c3ccccc3n(C)c2c1=O
 : 97	13	-7	4	-0.3	112	6	13	3	0.9
CCOC(=O)C1(CC)NC(c2ccco2)C2C(=O)N(C)C(=O)C21 (configuration not stated)
 : 111	3	2	-12	2.3	101	-6	-9	-1	1
N#CC(C#N)=CC1=C2OC(c3ccccc3)=CC(c3ccccc3)=C2CCC1
 : 104	26	6	-4	-0.4	101	-4	-11	1	0.7
Cc1ccc2[nH]c(=O)c(CN(Cc3ccco3)C(=O)CN3CCCC(C)C3)cc2c1 (configuration not stated)
 : 94	12	3	4	0.4	103	-5	-9	20	0.9
COc1[nH]c(/N=C/c2ccccc2)c(C#N)c1C#N
 : 109	10	10	-10	-0.2	96	-6	.	4	0.9
OC(CNC1CCCc2ccccc21)COc1ccc2ccccc2c1 (configuration not stated)
 : 90	11	7	11	-0.2	93	7	10	3	0.9
CN(C(=O)C1CCN(S(=O)(=O)c2cccs2)CC1)c1ccccc1
 : 89	0	11	12	0.0	94	1	-8	2	1
CCCOc1ccc2c3c(c(=O)oc2c1OCCC)CCC3
 : 97	14	10	3	0.1	92	-1	4	1	0.9
CCCN1C(=O)/C(=C\C=C2\N(CC)c3ccccc3C2(C)C)SC1=S
 : 90	14	6	9	-0.2	101	3	-22	17	0.9
CCNC(=O)c1cc(Cl)ccc1OC
 : 114	6	-6	-16	-0.2	105	-1	-11	-4	0.9
Cc1nc(SCC(=O)Nc2cc(C)on2)c2c(=O)n(C)c(=O)n(C)c2n1
 : 107	10	6	-8	-0.4	100	-9	-1	-21	0.9
COc1cccc(N2CCN(c3ncnc4c3cnn4-c3ccc(C)cc3C)CC2)c1
 : 103	29	43	-3	-0.3	70	2	-12	6	0.7
CN(/C(=N/S(=O)(=O)c1cccs1)c1ccccc1)c1ccccc1
 : 96	14	11	5	-0.1	94	-7	-11	-9	0.9
O=C(O)c1ccccc1C(=O)N(Cc1ccccc1)Cc1ccccc1
 : 88	10	3	13	-0.5	103	-7	-10	0	0.9
Oc1c(CN2CCN(c3ccc(F)cc3)CC2)cc(Cl)c2cccnc12
 : 97	15	8	3	-0.3	94	4	9	0	0.9
O=C(NCc1ccc2c(c1)OCO2)c1cc(S(=O)(=O)N2CCCCC2)ccc1F
 : 96	10	7	2	-0.5	98	0	-16	9	0.9

# Source: PubChem BioAssay
